Screening results deposited in PubChem BioAssay by Broad Institute.
miR-122 sensor: blocks miR-122 activity in Huh7 sensor cells; Huh7 miR-122 Renilla luciferase sensor, 48 h; neutral wells = 0, positive control = 100; activation (reporter increase), % at 12.5 µM; hit rate 0.3% among 340,000; AID 602342;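 active means mean replicate activation score at least 90 and every replicate individually at or above 90; inconclusive means only one of the two criteria met; inactive means neither criterion met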;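 further: higher luciferase means less miR-122 activity so hits act as miR-122 inhibitors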
C2C12 statin: suppressors of simvastatin-induced myotoxicity in C2C12 myotubes. ATP luminescence, 48 h; scaled: DMSO 0, geranylgeraniol control 100. rescue of ATP level, % at 7.49 µM. hit rate 0.78% among 330,000;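 active means mean ATP rescue above about 67%, or every replicate alone reaching that limit, limit read from the data, passing the limit was not always enough; inconclusive means no clear call, values can overlap the other calls; inactive means mean under the limit and some replicate under it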;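 further: myotubes were challenged with 10 µM simvastatin during compound exposure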
ERp5 inh: blocks human ERp5 reductase activity on insulin; ERp5 insulin aggregation, absorbance 650 nm, 90 min; inhibition, % at 9.99 µM; hit rate 0.05% among 350,000; AID 651711;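 active means mean replicate inhibition above about 25%, with every replicate also reaching it, limit read from the data, passing the limit was not always enough; inconclusive means only one of those two criteria met; inactive means neither criterion met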
Target sequence (Q15084 whole entry, looked up): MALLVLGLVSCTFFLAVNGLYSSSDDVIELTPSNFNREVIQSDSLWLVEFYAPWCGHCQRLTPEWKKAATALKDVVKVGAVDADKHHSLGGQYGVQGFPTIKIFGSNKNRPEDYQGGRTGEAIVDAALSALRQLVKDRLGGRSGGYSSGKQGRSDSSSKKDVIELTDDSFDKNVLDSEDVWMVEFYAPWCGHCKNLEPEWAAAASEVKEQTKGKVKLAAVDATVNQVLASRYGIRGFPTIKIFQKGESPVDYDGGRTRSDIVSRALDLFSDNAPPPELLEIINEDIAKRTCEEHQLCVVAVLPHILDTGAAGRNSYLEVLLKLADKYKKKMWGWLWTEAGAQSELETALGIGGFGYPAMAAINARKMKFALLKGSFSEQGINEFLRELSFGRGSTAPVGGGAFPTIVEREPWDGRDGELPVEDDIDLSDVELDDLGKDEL
Cneo AK release: causes C. neoformans cell lysis | lysis activity, % at 15 µM | adenylate kinase release luminescence, 4 h; normalised: neutral wells 0, clomiphene wells 100 | hit rate 0.2% among 360,000;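 active means mean lysis activity across replicates of at least 80%, whatever share of replicates individually reach that level; inactive means mean lysis activity below 80%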
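Signal: Adenylate kinase release luminescence | Assay system: Log-phase Cryptococcus neoformans yeast cells | Input: Cells at 5 × 10^6 per mL | Buffer or medium: Fresh YPD growth medium | Compound: Single dose | Schedule: Static 4 h at 37 °C with compound, 1 h detection | Controls: Clomiphene | Read-out: Luminescence rise reflecting yeast cell lysis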
ARNT-TACC3 inh: disruptors of human ARNT/TACC3 interaction | inhibition, % at 9.99 µM | AID 623870 | hit rate 0.66% among 390,000 | Q9Y6A5 | AlphaScreen His-ARNT PAS-B/GST-TACC3 binding, luminescence; TACC3 fragment carries E629A point mutation;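 active means mean inhibition of replicates at least 50% and at least half of replicates each reaching 50%; inconclusive means half or more replicates reach 50% but mean below 50%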;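 further: 0% = complete ARNT plus TACC3 wells and 100% = ARNT alone without TACC3; many hits fall short of the cut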
SIRT5 inh: inhibitors of human sirtuin-5 desuccinylase. Q9NXA8. Purified SirT5, succinyl-peptide AMC, trypsin-coupled fluorescence. hit rate 1.1% among 330,000. inhibition, % at 15 µM; in the data active means inhibition above about 15%; inconclusive means no clear call, values can overlap the other calls
Target sequence (Q9NXA8 whole entry, looked up): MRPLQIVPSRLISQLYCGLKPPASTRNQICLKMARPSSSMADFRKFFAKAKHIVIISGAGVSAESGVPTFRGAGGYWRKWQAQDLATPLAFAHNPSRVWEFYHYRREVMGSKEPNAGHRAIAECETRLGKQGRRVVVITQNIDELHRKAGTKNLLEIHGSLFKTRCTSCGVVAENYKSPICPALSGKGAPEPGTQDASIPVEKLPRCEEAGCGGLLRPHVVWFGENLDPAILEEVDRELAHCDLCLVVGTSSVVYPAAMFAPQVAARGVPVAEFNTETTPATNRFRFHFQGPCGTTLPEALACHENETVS
esBAF inh: inhibitors of esBAF chromatin remodeling in mouse ES cells; hit rate 2% among 350,000; Bmi1-luciferase knock-in reporter, 24 h; 100% = twice the neutral-well signal; reporter increase, % at 12.5 µM; in the data active means activation above about 40%; inconclusive means no clear call, values can overlap the other calls;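 further: 0% = median of the plate's neutral control wells and 100% = double that signal; a rise in the Bmi1 reporter signal indicates esBAF inhibition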
The depositor's hits bear a star; u = inconclusive; x = not tested or not shown; [ ] = dose if it differs, or a comment.

canonical_smiles,miR-122 sensor,C2C12 statin,ERp5 inh,Cneo AK release,ARNT-TACC3 inh,SIRT5 inh,esBAF inh
C[C@@H]1CCCCO[C@H](CN(C)C(=O)c2ccncc2)[C@H](C)CN([C@H](C)CO)C(=O)c2cc(NS(=O)(=O)c3ccccc3)ccc2O1,-3[16.7 µM],x,-2,4,-8,-1,4
COc1cc(NC(=O)COC(=O)c2ccc(S(=O)(=O)N3CC(C)CC(C)C3)cc2)c(C)cc1[N+](=O)[O-] (stereo unspecified),20,x,x,3,-4,x,x
CO[C@H]1CN(C)C(=O)c2ccc(NC(=O)C3CCOCC3)cc2OC[C@@H](C)NC[C@H]1C,x,-4,-3,-4,-2,0,-2
O=C(/C=C1\NC2(CCCC2)Cc2ccccc21)N1CCOCC1,x,0,x,-5,10,x,-3
C[C@@H](O)C#Cc1ccc([C@@H]2[C@@H](CO)N3CCCCN(C(=O)c4ccncc4)C[C@H]23)cc1,12[16.7 µM],-6,6,2,-7,-1,4
O=C(Nc1c(F)cccc1F)C1CCN(C(=O)c2cccs2)CC1,-2,5,1,-1,-9,7,-4
CCN(c1cccc(C)c1)S(=O)(=O)c1ccc2c(c1)NC(=O)CS2,x,14,0,19,6,2,-12
O=C(Oc1ccc(F)cc1C(=O)/C=C/c1cccs1)c1cccc([N+](=O)[O-])c1,-2,14,x,-1,-1,x,-5
CCN(CC)c1ccc(C(=O)OCC(=O)Nc2ccc3[nH]c(=O)[nH]c3c2)cc1,x,x,-1,x,-8,-1,x
CN(C)/C=C1\C(=O)N(c2ccc(Cl)cc2)CS1(=O)=O,-16,1,x,1,-6,x,32
COc1ccc(CN(C)C[C@H]2Oc3ccc(NS(=O)(=O)c4ccc(C)cc4)cc3C(=O)N([C@H](C)CO)C[C@@H]2C)cc1,6[16.7 µM],44,1,47,8,3,-6
COc1ccccc1NC(=O)N1CCCCN2[C@@H](CO)[C@H](c3ccc(-c4cccc(F)c4)cc3)[C@@H]2C1,-4[16.7 µM],23,-4,-9,10,6,-6
CNC[C@@H]1Oc2ccc(NS(C)(=O)=O)cc2CC(=O)N([C@H](C)CO)C[C@H]1C,-1[16.7 µM],-24,0,2,-1,-5,0
O=C(NCC1CCCO1)c1cc(-c2ccccc2F)no1 (stereo unspecified),-6,6,4,8,-11,-4,57*
O=C(C[C@@H]1CC[C@H](NS(=O)(=O)c2ccc(F)cc2)[C@H](CO)O1)NCc1ccncn1,x,5,-2,4,-6,-2,-4

Of the compounds above, 2 have a thiophene ring, fused or not.
canonical_smiles,miR-122 sensor,C2C12 statin,ERp5 inh,Cneo AK release,ARNT-TACC3 inh,SIRT5 inh,esBAF inh
O=C(Nc1c(F)cccc1F)C1CCN(C(=O)c2cccs2)CC1,-2,5,1,-1,-9,7,-4
O=C(Oc1ccc(F)cc1C(=O)/C=C/c1cccs1)c1cccc([N+](=O)[O-])c1,-2,14,x,-1,-1,x,-5

Next entries:
canonical_smiles,miR-122 sensor,C2C12 statin,ERp5 inh,Cneo AK release,ARNT-TACC3 inh,SIRT5 inh,esBAF inh
C[C@H]1CN([C@@H](C)CO)C(=O)c2cccc(NC(=O)Nc3ccc(F)cc3)c2O[C@@H]1CN(C)Cc1ccc(-c2ccccc2)cc1,2[16.7 µM],14,-3,0,-1,2,3
CCOC(=O)c1c(-c2cccs2)csc1NC(=O)CN1CCOCC1,-4,93*,x,0,-3,x,-1
Cc1nc(C)n(C(C)CNC(=O)c2cccc(Br)c2)n1 (stereo unspecified),x,13,8,0,-10,-6,0
CO[C@H]1CN(C)C(=O)c2ccc(NC(=O)c3ccc4c(c3)OCO4)cc2OC[C@H](C)NC[C@H]1C,x,-4,2,-16,-1,2,0
O=C(N/N=C/c1cccc([N+](=O)[O-])c1)c1ccc(COc2ccccc2-c2ccccc2)cc1,x,x,3,x,-2,-2,x
C[C@H](CO)N1C[C@H](C)[C@H](CN(C)C(=O)Nc2ccc3c(c2)OCO3)Oc2ccc(NS(C)(=O)=O)cc2C1=O,3[16.7 µM],-25,1,3,-12,-4,5
C[C@@H]1CN([C@H](C)CO)C(=O)c2cc(NS(=O)(=O)c3ccccc3)ccc2O[C@@H](C)CCCCO[C@@H]1CN(C)C(=O)CCCN(C)C,9[16.7 µM],x,14,2,-15,-7,3
COc1ccc(C=O)cc1Cn1c(C)cc(C)c(C#N)c1=O,-6,1,-2,1,-9,-5,3
C[C@H](CO)N1C[C@H](C)[C@H](CN(C)Cc2cccnc2)Oc2ncc(C#Cc3ccccn3)cc2C1=O,-13[16.7 µM],-4,2,-2,5,2,2
CCC(c1nnnn1Cc1ccco1)N(CCc1ccccc1)Cc1cc2cc(C)ccc2[nH]c1=O (stereo unspecified),-4,7,x,0,-3,x,3
Cc1nc(C(=O)Nc2ccc(F)cc2)nn1-c1ccc([N+](=O)[O-])cc1,9,3,x,0,-4,x,-6
C=CCn1c(SCC(=O)Nc2ccc3c(c2)OCCO3)nnc1-c1ccccn1,-25,-5,x,-2,20,x,5
CC1=C(C)CC(C(=O)Nc2nc(-c3ccc(F)cc3)c(C)s2)C(C(=O)O)C1 (stereo unspecified),x,x,-1,x,-5,3,x
COc1ccccc1N(C)S(=O)(=O)c1ccc(C)c(C(=O)N2CCCCCC2)c1,x,-13,-4,-4,2,-2,1
CC(C)n1c(SCC(=O)NCc2ccco2)nc2c1c(=O)n(C)c(=O)n2C,-4,-2,x,0,-1,x,-3
Cc1cc(C(=O)OCC(=O)NC2CCCC(C)C2C)c(C)o1 (stereo unspecified),-12,0,-11,-1,-3,2,-2
COc1cccc(/C=C2\SC(N3CCC(C)CC3)=NC2=O)c1OC,3,-9,0,-2,-1,0,7
Nc1c(Sc2ccccc2)c(=O)[nH]c(=O)n1Cc1ccccc1,x,4,x,-1,-4,x,-4
CCOc1ccc(Cl)cc1-c1cc(C(=O)NCCOC)[nH]n1,-4,4,0,2,x,x,-10
O=C(CSc1nc(=O)n2ccccc2n1)NCc1ccccc1Cl,0,8,0,3,2,0,0
CNC[C@H]1OCCCC[C@@H](C)Oc2ccc(N)cc2C(=O)N([C@@H](C)CO)C[C@H]1C,-5[16.7 µM],-21,-1,-8,14,-7,-3
CCCNc1nc2c(c(=O)n(C)c(=O)n2C)n1Cc1ccc(F)cc1,-8,-12,2,1,2,1,-7
O=C(c1ccc(CS(=O)(=O)Cc2ccccc2)cc1)N1CCCCC1,-5,x,-12,0,-3,-6,x
Cc1cc(Nc2ccc(Br)cc2)nc2ccccc12,x,x,3,x,0,-2,x
COc1ccc(CCNS(=O)(=O)c2ccc(Cl)cc2)cc1OC,5,42,4,1,7,-4,5
CCOc1ccc(NS(=O)(=O)c2ccc3c(c2)n(C)c(=O)n3C)cc1,12,4,4,2,-5,-2,5
CNS(=O)(=O)c1cccc(C(=O)OCC(=O)Nc2ccc(OC)cc2[N+](=O)[O-])c1,-4,-2,-10,2,2,0,-2
CCN(CC)S(=O)(=O)c1ccc(Cl)c(NC(=O)COC(=O)C2CCCCC2)c1,-1,1,8,-1,4,0,0
CCCCN(C)CCNC(=O)C1CCN(S(=O)(=O)c2cccc3nsnc23)CC1,x,15,3,5,-2,-1,-5
O=C(C1CCOCC1)N1CC[C@@H]2[C@@H](CO)Nc3ccc(Br)cc3[C@@H]21,40[16.7 µM],8,2,91*,1,8,-11
CC1(NC(=O)Cc2ccc(S(=O)(=O)N3CCOCC3)s2)CCS(=O)(=O)C1 (stereo unspecified),-4,1,1,0,8,-3,6
CCOC(=O)N1CCC(NC(=O)CS(=O)(=O)Cc2nc(-c3cccc(Cl)c3)oc2C)CC1,x,14,4,3,1,2,0
CN(C(=O)c1cnccn1)c1c(N)n(Cc2ccccc2)c(=O)[nH]c1=O,-6,5,-1,1,-14,-1,3
CCNc1c(NCC)c(=O)c1=O,x,x,5,x,-7,-3,x
C[C@@H]1CN([C@@H](C)CO)C(=O)c2cc(-c3ccc(C#N)cc3)cnc2O[C@H]1CN(C)CC1CCCCC1,2[16.7 µM],11,-2,-1,3,-24,-4
CCOCCCN(C)C1CCN(C(=O)c2oc3ccccc3c2NC(=O)Cc2ccc([N+](=O)[O-])cc2)CC1,89,0,2,0,9,-4,-5
CC(C)NC(=O)Nc1cccc2c1O[C@@H](CN(C)S(C)(=O)=O)[C@@H](C)CN([C@@H](C)CO)C2=O,-8[16.7 µM],13,-2,-1,-11,2,1
CCC(C)c1ccc(C(C)NC(=S)NC2CCCCC2)cc1 (stereo unspecified),-1,-9,1,64,-4,-1,4
CC(=O)c1ccc(Nc2ccc(-c3ccccc3F)nn2)cc1,9,12,2,-10,30,-3,u
CC1CN(Cc2cnc(Cl)s2)CC(C)O1 (stereo unspecified),-7,x,-3,x,-10,-2,x
COc1ccc(CCN=C(N)C(C)c2ccccc2)cc1OC (stereo unspecified),-4,-9,2,2,-2,-5,-9
O=C(Nc1ncc2c(n1)-c1ccccc1CC2)c1ccc(F)cc1,12,10,x,1,-2,x,11
CC(=O)OCCCNc1cc(Sc2ccc(Cl)cc2)c2nonc2c1[N+](=O)[O-],x,x,-8,x,-7,-1,x
Cc1ccc(OCC(=O)n2nc(C)cc2C)c(Br)c1,x,x,5,x,2,-3,x
CCc1nnc(NC(=O)CCC(=O)Nc2ccc(OC)cc2OC)s1,-9,14,-3,9,-15,-4,-2
O=C(C1CCN(S(=O)(=O)c2cccnc2)CC1)N1CCN(C2CCCC2)CC1,-3,11,x,2,4,x,-3
Cn1c(=O)n(CC(=O)Nc2cccnc2)c2ccccc21,-4,-22,x,2,3,x,-3
c1coc(CNc2nc(N3CCCCC3)nc3ccccc23)c1,-13,-28,x,1,-2,x,-6
COC(=O)C(C)Sc1snnc1-c1ccccc1 (stereo unspecified),0,x,x,-1,-3,x,x
CCCN1[C@H](C(=O)N2CCOCC2)[C@@H](CO)[C@@H]2Cn3c(ccc(-c4ccncc4)c3=O)[C@@H]21,1[16.7 µM],-9,5,-2,-6,-2,1
CCOc1ccc(-n2ccnc(SCC(=O)Nc3ccc(OC)cc3OC)c2=O)cc1,x,x,-2,x,-3,-1,x
O=C(C1CC1)N1[C@@H]2CN(S(=O)(=O)c3ccccc3)c3ccccc3[C@@H]2[C@@H]1CO,0[16.7 µM],-10,0,-1,-4,-1,-4
Cc1cc(C#N)c(C)c(SCc2[nH]nc3c2C(c2ccccc2)C(C#N)=C(N)O3)n1 (stereo unspecified),0,-5,x,2,-2,x,6
